GFP derepression = qHTS Assay for Epigenetic Modulators; mouse C127i GFP locus derepression, cytometry, 30 h; actives 0.09% (n = 68,000); Potency, µM (top dose mostly 46.1 µM), without a hit: top-dose GFP derepression (activation); also: % of control where 0% means no effect
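Derepression screen: silenced CMV-GFP reporter in murine C127i cells, 30 h compound incubation at 37 C, washed cells imaged by laser-scanning cytometer to enumerate GFP-expressing objects of 20 to 120 um.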
Fluorescein fluor = qHTS Assay for Spectroscopic Profiling in Fluorescein Spectral Region. actives 0.91% (n = 59,000). max fluorescein-equivalent concentration, M. Compound autofluorescence, 480/540 nm, fluorescein-equivalent; hits give high values. AID 593, 2007; in the data active = max fluorescein-equivalent concentration above about 10 nM; inconclusive = between about 1.1 nM and that limit
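Fluorescein stocks ranging 3 mM down to 300 nM, plus DMSO blanks, were pinned alongside compounds to build a per-plate standard curve. Buffer: 100 mM Tris, pH 8.0. Incubation 15 min, room temperature; filters 480/540 nm.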
A350 fluor = qHTS Assay for Spectroscopic Profiling in A350 Spectral Region | actives 11% (n = 59,000) | Compound autofluorescence, 340/450 nm, Alexa 350 dye-equivalents; hits give high values | max dye-equivalent concentration, M; in the data active = max dye-equivalent concentration above about 10 nM; inconclusive = mostly about 1.1 nM to 9.6 nM
4-MU autofl = qHTS Assay for Spectroscopic Profiling in 4-MU Spectral Region. compound autofluorescence, 340/450 nm, 4-MU equivalents; hits give high values. max dye-equivalent concentration, M. actives 11% (n = 59,000). AID 589, 2007; in the data active = max dye-equivalent concentration above about 10 nM; inconclusive = mostly about 1.1 nM to 9.6 nM
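Compounds in 100 mM Tris, pH 8.0, incubated 15 min at room temperature, then fluorescence read at 340 nm excitation/450 nm emission. Signal converted to 4-MU dye-equivalent concentration using an on-plate six-point 4-MU standard curve.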
HEK293 cAMP cs = qHTS Assay for Agonists of the Thyroid Stimulating Hormone Receptor: Activators of Intracellular cAMP Concentrations in Parental HEK 293 | parental HEK293 CNG cAMP sensor, membrane potential fluorescence | Potency, µM (titrated, usually from 57.1 µM), without a hit: at the top dose activation, hits mostly activators | actives 2.5% (n = 73,000) | AID 938, 2007; also: potency is read from the fitted curve at half-maximal effect; % of control where 0% means no effect; nearly all actives have a fitted effect of over 55% in size
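Counterscreen for endogenous-receptor signalling: CNG-channel HEK 293 cells report cAMP rise by membrane depolarization. After 60 min dye equilibration with 100 uM RO 20-1724, compounds incubated 30 min before bottom-read fluorescence at 590 nm.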
* marks the source's active call; other numbers are inactive results; i = inactive; u = inconclusive; x = no result given; [ ] = another dose, or the depositor's remark. Unless noted, calls follow the shape of the dose curve; as a rule, active = well fitted curve in the direction sought with a large enough effect; inconclusive = small, poorly fitted or top-dose-only effect, or another doubt; inactive = no such curve, though single readings can be large; an effect the other way counts as inactive or inconclusive.

SMILES	GFP derepression	Fluorescein fluor	A350 fluor	4-MU autofl	HEK293 cAMP cs
CC(C)C[C@@H](CC(=O)N[C@@H](CCC(=O)O)CC(=O)O)NC(=O)[C@@H]1CNCC[C@H]1NC(=O)C[C@@H](NC(=O)C[C@H](CO)NC(=O)[C@@H]1CCCC[C@H]1N)C(C)C	x	x	x	x	7.9%
CC(C)C[C@@H](CC(=O)N[C@@H](CCCN)CC(=O)N[C@@H]1CCNC[C@H]1C(=O)N[C@H](CC(=O)N[C@@H](CCC(=O)O)CC(=O)O)CC(C)C)NC(=O)[C@@H]1CNCC[C@H]1N	x	x	x	x	0.7%
NCCC[C@@H](CC(=O)N[C@@H]1CCNC[C@H]1C(=O)N[C@H](CC(=O)N[C@@H](CCC(=O)O)CC(=O)O)Cc1c[nH]c2ccccc12)NC(=O)C[C@H](CO)NC(=O)[C@@H]1CNCC[C@H]1N	x	x	x	x	11.3%
CC(C)[C@@H](CC(=O)N[C@@H]1CCCC[C@H]1C(=O)N[C@H](CC(=O)N[C@@H](CCC(=O)O)CC(=O)O)Cc1ccccc1)NC(=O)C[C@H](Cc1c[nH]c2ccccc12)NC(=O)[C@@H]1CCCC[C@H]1N	x	x	x	x	9.3%
CC(C)C[C@@H](CC(=O)N[C@H](CC(=O)N[C@@H]1CCCC[C@H]1C(=O)N[C@H](CC(=O)N[C@@H](CCC(=O)O)CC(=O)O)Cc1c[nH]c2ccccc12)C(C)C)NC(=O)[C@@H]1CCCC[C@H]1N	x	x	x	x	-1.9%
CC(C)[C@@H](CC(=O)N[C@@H]1CCNC[C@H]1C(=O)N[C@H](CC(=O)N[C@@H](CCC(=O)O)CC(=O)O)Cc1c[nH]c2ccccc12)NC(=O)C[C@H](Cc1c[nH]c2ccccc12)NC(=O)[C@@H]1CCCC[C@H]1N	x	x	x	x	u
CC(C)C[C@@H](CC(=O)N[C@@H](CCCN)CC(=O)N[C@@H]1CCCC[C@H]1C(=O)N[C@H](CC(=O)N[C@@H](CCC(=O)O)CC(=O)O)CC(C)C)NC(=O)[C@@H]1CNCC[C@H]1N	x	x	x	x	9.6%
CC(C)C[C@@H](CC(=O)N[C@@H](CCCN)CC(=O)N[C@@H]1CCNC[C@H]1C(=O)N[C@H](CC(=O)N[C@@H](CCC(=O)O)CC(=O)O)Cc1ccccc1)NC(=O)[C@@H]1CNCC[C@H]1N	x	x	x	x	u
CCCCCCN(C(=O)CCCCCN1C(=O)NC(c2ccc(-c3ccccc3)cc2)C(C(=O)OCc2ccccc2)=C1C)C(C(=O)NCCCC)c1ccc(OCC(=O)OC)c(C(=O)OC)c1 (stereo not drawn)	x	x	x	x	6.7%
CC(C)C[C@@H](CC(=O)N[C@H](CC(=O)N[C@@H]1CCNC[C@H]1C(=O)N[C@H](CC(=O)N[C@@H](CCC(=O)O)CC(=O)O)Cc1c[nH]c2ccccc12)C(C)C)NC(=O)[C@@H]1CCCC[C@H]1N	x	x	x	x	u
COC(=O)[C@@H]1C[C@H]1[C@@H](NC(=O)OCc1ccccc1)c1ccccc1	x	x	x	x	u
CC(C)C[C@@H](CC(=O)N[C@H](CC(=O)N[C@@H]1CCCC[C@H]1C(=O)N[C@H](CC(=O)N[C@@H](CCC(=O)O)CC(=O)O)CC(C)C)C(C)C)NC(=O)[C@@H]1CNCC[C@H]1N	x	x	x	x	10.7%
NCCC[C@@H](CC(=O)N[C@@H]1CCNC[C@H]1C(=O)N[C@H](CC(=O)N[C@@H](CCC(=O)O)CC(=O)O)Cc1ccccc1)NC(=O)C[C@H](Cc1c[nH]c2ccccc12)NC(=O)[C@@H]1CCCC[C@H]1N	x	x	x	x	u
CC(C)[C@@H](CC(=O)N[C@@H]1CCNC[C@H]1C(=O)N[C@H](CC(=O)N[C@@H](CCC(=O)O)CC(=O)O)Cc1ccccc1)NC(=O)C[C@H](Cc1ccccc1)NC(=O)[C@@H]1CNCC[C@H]1N	x	x	x	x	18.3%
CC(C)[C@@H](CC(=O)N[C@@H]1CCNC[C@H]1C(=O)N[C@H](CC(=O)N[C@@H](CCC(=O)O)CC(=O)O)Cc1c[nH]c2ccccc12)NC(=O)C[C@H](CO)NC(=O)[C@@H]1CNCC[C@H]1N	x	x	x	x	12.6%
CC(C)C[C@@H](CC(=O)N[C@H](CC(=O)N[C@@H]1CCNC[C@H]1C(=O)N[C@H](CC(=O)N[C@@H](CCC(=O)O)CC(=O)O)Cc1ccccc1)C(C)C)NC(=O)[C@@H]1CCCC[C@H]1N	x	x	x	x	-1.0%
CC(C)[C@@H](CC(=O)N[C@@H]1CCNC[C@H]1C(=O)N[C@H](CC(=O)N[C@@H](CCC(=O)O)CC(=O)O)Cc1c[nH]c2ccccc12)NC(=O)C[C@H](CO)NC(=O)[C@@H]1CCCC[C@H]1N	x	x	x	x	14.7%
CC(C)C[C@@H](CC(=O)N[C@H](CC(=O)N[C@@H]1CCCC[C@H]1C(=O)N[C@H](CC(=O)N[C@@H](CCC(=O)O)CC(=O)O)Cc1ccccc1)C(C)C)NC(=O)[C@@H]1CCCC[C@H]1N	x	x	x	x	-2.7%
CC(C)C[C@@H](CC(=O)N[C@@H](CCC(=O)O)CC(=O)O)NC(=O)[C@@H]1CCCC[C@H]1NC(=O)C[C@@H](NC(=O)C[C@H](CO)NC(=O)[C@@H]1CCCC[C@H]1N)C(C)C	x	x	x	x	u
CC(C)C[C@@H](CC(=O)N[C@@H](CCC(=O)O)CC(=O)O)NC(=O)[C@@H]1CCCC[C@H]1NC(=O)C[C@@H](NC(=O)C[C@H](CO)NC(=O)[C@@H]1CNCC[C@H]1N)C(C)C	x	x	x	x	15.8%
NCCC[C@@H](CC(=O)N[C@@H]1CCCC[C@H]1C(=O)N[C@H](CC(=O)N[C@@H](CCC(=O)O)CC(=O)O)Cc1ccccc1)NC(=O)C[C@H](Cc1ccccc1)NC(=O)[C@@H]1CNCC[C@H]1N	x	x	x	x	5.1%
COc1ccc(-n2ncc3c(NCCCn4ccnc4)ncnc32)cc1	3.7%[20.6 µM]	i	i	i	x
CC(=O)[C@@]1(O)CC[C@H]2[C@@H]3C[C@H](C)C4=CC(=O)CC[C@]4(C)[C@H]3CC[C@@]21C	-3.8%[20.6 µM]	i	i	i	x
O=C1OC(N2CCN(C/C=C/c3ccccc3)CC2)c2ccccc21 (stereo not drawn)	6.1%[20.6 µM]	u	i	i	x
CSc1nc2[nH]c3c(c2c2ncnn12)CCCC3	0.0%[20.6 µM]	i	u	i	x
CCc1nc(NC2CCCCC2)c(C#N)c2c1COC(C)(C)C2	-2.6%[20.6 µM]	i	5.49e-08M*	5.14e-08M*	x
COc1cc(C2C3C(=O)N(c4ccccc4)C(=O)C3ON2c2ccccc2)ccc1O (stereo not drawn)	17.1%[20.6 µM]	u	i	i	x
CCOC(=O)c1[nH]c2ccc(OC)cc2c1NC(=O)CN1CCN(c2ccccn2)CC1	-1.3%[20.6 µM]	i	4.21e-08M*	3.5e-08M*	x
CC(=O)Nc1n[nH]c(S(=O)(=O)Cc2ccc(Cl)cc2Cl)n1	0.0%[20.6 µM]	i	i	i	x
C=CCN(C)CCCNC(=O)/C=N/O	0.0%[20.6 µM]	u	i	i	x

Three of these compounds, set out differently:
CC(C)C[C@@H](CC(=O)N[C@H](CC(=O)N[C@@H]1CCCC[C@H]1C(=O)N[C@H](CC(=O)N[C@@H](CCC(=O)O)CC(=O)O)Cc1ccccc1)C(C)C)NC(=O)[C@@H]1CCCC[C@H]1N
  GFP derepression: x
  Fluorescein fluor: x
  A350 fluor: x
  4-MU autofl: x
  HEK293 cAMP cs: -2.7%

CC(C)C[C@@H](CC(=O)N[C@@H](CCC(=O)O)CC(=O)O)NC(=O)[C@@H]1CCCC[C@H]1NC(=O)C[C@@H](NC(=O)C[C@H](CO)NC(=O)[C@@H]1CCCC[C@H]1N)C(C)C
  GFP derepression: x
  Fluorescein fluor: x
  A350 fluor: x
  4-MU autofl: x
  HEK293 cAMP cs: u

CC(C)C[C@@H](CC(=O)N[C@@H](CCC(=O)O)CC(=O)O)NC(=O)[C@@H]1CCCC[C@H]1NC(=O)C[C@@H](NC(=O)C[C@H](CO)NC(=O)[C@@H]1CNCC[C@H]1N)C(C)C
  GFP derepression: x
  Fluorescein fluor: x
  A350 fluor: x
  4-MU autofl: x
  HEK293 cAMP cs: 15.8%

Next part:
SMILES	GFP derepression	Fluorescein fluor	A350 fluor	4-MU autofl	HEK293 cAMP cs
N/C(=N\c1nc2ccccc2o1)NC(=O)c1ccccc1NC(=O)c1ccccc1	2.2%[20.6 µM]	i	1.86e-08M*	1.56e-08M*	x
CC(=O)OC[C@H]1O[C@@H](n2ncc(=O)[nH]c2=O)[C@H](OC(C)=O)[C@@H]1OC(C)=O	2.3%[20.6 µM]	i	u	u	x
CC(=O)Oc1oc(-c2ccccc2)nc1/C=N/c1ccccn1	5.0%[20.6 µM]	i	u	u	x
COc1ccc(C2C(C(C)=O)=C(O)C(=O)N2c2nccs2)cc1OC (stereo not drawn)	0.0%[20.6 µM]	u	i	i	x
CCC1CC2(C)NC(=O)c3c(sc4c3CC(C)(C)OC4)N2C1=O (stereo not drawn)	-1.4%[20.6 µM]	i	1.06e-08M*	u	x
Cc1ccc2[nH]c3c(c2c1)CCCC3C(N)=O (stereo not drawn)	2.2%[20.6 µM]	u	u	i	x
Nc1nc(NC(=O)c2cccs2)nn1-c1ccccc1	-8.2%[20.6 µM]	u	i	i	x
COc1ccc(C2=CC(c3cccc(OC)c3)n3nnnc3N2)cc1 (stereo not drawn)	-1.4%[20.6 µM]	u	1.52e-08M*	1.32e-08M*	x
O=C(CN1C(=O)c2ccccc2C1=O)OCN1C(=O)c2ccccc2C1=O	-0.2%[20.6 µM]	i	i	i	x
CCc1nc2sc3c(c2c(=O)o1)CCCC3	0.0%[20.6 µM]	i	i	i	x
Cc1cc(Cl)ccc1OCC(=O)OC(C)C(=O)N(C)C (stereo not drawn)	6.2%[20.6 µM]	i	u	i	x
Cc1ccc(N(CC(O)CN(C)C)S(=O)(=O)c2ccccc2)cc1 (stereo not drawn)	6.6%[20.6 µM]	i	i	i	x
O=C(c1nsnc1-c1ccccc1O)N1CCCCC1	2.6%[20.6 µM]	i	i	i	x
COc1ccc(OCC(=O)OCCN(C)C)cc1	6.0%[20.6 µM]	u	i	i	x
C=CCn1c(SCC#N)nc2c(c1=O)C(C)(C)Cc1ccccc1-2	2.2%[20.6 µM]	i	i	i	x
CC(C)OC(=O)c1c2nc3ccccc3nc2n2c1[nH]c(=O)c1ccccc12	2.3%[20.6 µM]	u	u	1.22e-08M*	x
COc1ccccc1-c1nnc2n1N=C(c1ccc(O)c(O)c1)CS2	1.7%[20.6 µM]	u	i	i	x
CCCCCCSC1=C(C#N)C(c2ccccc2)CC(=O)N1 (stereo not drawn)	2.6%[20.6 µM]	i	i	i	x
O=C1CC(c2ccco2)CC(O)=C1C=NCCN1CCN(C2CC(=O)N(c3ccccc3)C2=O)CC1 (stereo not drawn)	11.5%[20.6 µM]	u	i	i	x
CC1(C)CC(=O)C2=C(C1)N(CC1CCCO1)C(=O)C2(O)C(F)(F)F (stereo not drawn)	-6.1%[20.6 µM]	i	i	i	x
CC(C)Cc1nc(NCCN2CCOCC2)c(C#N)c2c1COC(C)(C)C2	0.0%[20.6 µM]	i	1.68e-08M*	1.33e-08M*	x
COc1ccc(OC)c(C2/C(=C(/O)c3ccccc3)C(=O)C(=O)N2Cc2ccco2)c1 (stereo not drawn)	6.0%[20.6 µM]	i	i	i	x
CC(O)(C#CCN1CCOCC1)c1ccccc1 (stereo not drawn)	-0.4%[20.6 µM]	i	i	i	x
Cc1c(C2CC(=O)N(c3ccccc3)C2=O)[nH]n(-c2ccccc2)c1=O (stereo not drawn)	2.3%[20.6 µM]	i	i	i	x
O=C(O)C1CSC(CCc2ccccc2)N1 (stereo not drawn)	0.5%[20.6 µM]	i	i	i	x
CCOC(=O)CNC(=O)Nc1ccccc1C(=O)OC	3.7%[20.6 µM]	u	i	i	x
Oc1ccc(Br)cc1-c1cc(-c2ccccc2F)[nH]n1	-2.2%[20.6 µM]	i	i	i	x
O=C1CCC(=O)N1c1nc2nc(-c3ccccc3)cc(-c3ccccc3)n2n1	-3.7%[20.6 µM]	i	u	u	x

Screening data deposited in PubChem by National Center for Advancing Translational Sciences (NCATS).

An excerpt (hit frequency here may not be typical).
